# Cdc25B inh: inhibitors of human Cdc25B phosphatase; inhibition, %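 (compounds tested at 10 µM final in the well)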; recombinant Cdc25B, OMFP fluorescence Ex485/Em525; AID 368; 65,000 compounds, 0.1% hits; in the data active = inhibition above about 50%
# FXIa mix inh: inhibitors of human coagulation factor XIa, pooled mixtures | purified FXIa, fluorogenic substrate | inhibition, % at 5 µM | 62,000 compounds, 0.19% hits | AID 680;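 also: each value is inhibition by a whole ten-compound pool holding the compound; 0% = enzyme with no mixture and 100% = wells lacking enzyme; strong numbers were not always called active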
# Target sequence (P03951 19-387 limits assumed): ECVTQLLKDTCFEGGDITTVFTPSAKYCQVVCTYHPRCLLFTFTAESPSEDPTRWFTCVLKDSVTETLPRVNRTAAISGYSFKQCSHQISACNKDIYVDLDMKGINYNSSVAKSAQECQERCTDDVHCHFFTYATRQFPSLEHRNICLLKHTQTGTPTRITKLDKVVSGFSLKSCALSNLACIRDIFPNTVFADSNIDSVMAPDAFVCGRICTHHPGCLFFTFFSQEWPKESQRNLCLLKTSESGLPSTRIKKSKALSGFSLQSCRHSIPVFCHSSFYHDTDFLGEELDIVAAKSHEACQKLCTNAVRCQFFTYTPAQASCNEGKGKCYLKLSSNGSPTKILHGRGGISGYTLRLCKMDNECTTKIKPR
# Target sequence (P03951 388-625 limits assumed): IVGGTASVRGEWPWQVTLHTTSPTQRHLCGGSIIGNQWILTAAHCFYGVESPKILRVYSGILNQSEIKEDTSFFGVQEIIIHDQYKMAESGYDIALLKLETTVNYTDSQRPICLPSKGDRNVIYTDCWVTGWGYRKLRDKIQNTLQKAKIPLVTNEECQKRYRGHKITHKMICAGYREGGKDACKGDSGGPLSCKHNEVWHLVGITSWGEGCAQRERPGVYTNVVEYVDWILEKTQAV
# FXIIa mix inh: factor XIIa (human) inhibition, mixture screen; P00748; 62,000 compounds, 0.2% hits; inhibition, % at 5 µM; purified FXIIa, fluorogenic substrate, pooled mixtures; AID 684;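 also: 0% = enzyme without compound and 100% = no enzyme blank; some results filed as inactive read as strong as hits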
# A340 absorber: compound absorbs light at 340 nm. compound absorbance at 340 nm, fold over control. 65,000 tested, under 10 active. fold change at 10 µM;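 active = at 10 µM dose, initial 340 nm absorbance at least 2 fold that of control wells; inactive = change under 2 fold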;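 also: initial absorbance extrapolated from kinetic A340 decline of NADH oxidation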
# JNK3 blocker: blocks human JNK3 kinase activity; P53779; purified JNK3 kinase activity, HTS; inhibition, % at 8 µM; 60,000 compounds, 0.61% hits; in the data active = inhibition above about 17%;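 also: 0% = DMSO and 100% = reference inhibitor; many of its hits are not listed in these tables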
# Target sequence (P53779 whole entry, looked up): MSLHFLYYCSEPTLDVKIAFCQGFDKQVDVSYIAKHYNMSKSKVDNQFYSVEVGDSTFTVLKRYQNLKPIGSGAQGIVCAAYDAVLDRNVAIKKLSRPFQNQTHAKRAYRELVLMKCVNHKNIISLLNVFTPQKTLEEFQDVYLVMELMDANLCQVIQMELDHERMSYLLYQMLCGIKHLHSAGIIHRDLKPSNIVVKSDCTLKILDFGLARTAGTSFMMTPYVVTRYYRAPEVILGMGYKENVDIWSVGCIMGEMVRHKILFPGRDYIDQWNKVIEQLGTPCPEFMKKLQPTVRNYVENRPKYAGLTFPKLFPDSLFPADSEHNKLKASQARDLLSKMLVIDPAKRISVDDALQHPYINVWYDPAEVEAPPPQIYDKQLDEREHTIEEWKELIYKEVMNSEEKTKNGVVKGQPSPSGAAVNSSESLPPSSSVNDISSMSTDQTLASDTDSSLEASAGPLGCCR
# MKP-1 inh: inhibitors of human MKP-1 phosphatase; P28562; recombinant MKP-1, OMFP hydrolysis fluorescence; inhibition, %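 (compounds tested at a single concentration somewhere between 10 and 100 µM)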; 65,000 compounds, 0.15% hits; AID 374;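 active = inhibition above about 50%, limit read from the data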;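 also: 0% = DMSO max control wells and 100% = wells with enzyme stopped by NaOH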
# AP complement: alternative pathway complement inhibition, orthogonal assay. 62,000 compounds, 0.08% hits. Human serum alternative complement pathway, LPS-coated ELISA, C3 deposition; tested in compound mixtures. inhibition, % at 5 µM;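 active = inhibition above 30% in each of the two pooled mixtures holding the compound, so the lower value exceeds 30%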;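 also: 0% = serum in Mg-EGTA without compound and 100% = EDTA serum blank; some compounds past the cut are filed as inactive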
#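 Test system: human serum complement alternative pathway, C3 deposition onto LPS / Medium: Mg2+-EGTA GVB++ buffer containing human serum at 1:15 dilution / Probe or stimulus: Plate-bound LPS / Times: 1 h at 37 °C / Signal: ELISA with HRP anti-human C3 antibody, TMB substrate, absorbance 450 nm / Measure: percent inhibition / Repeats: two pool placements per compound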
# Hsp90 block: displaces geldanamycin probe from tumor Hsp90; NCI-N417 lysate Hsp90, Cy3B-geldanamycin FP displacement; inhibition, % at 30 µM; 64,000 compounds, 0.35% hits; AID 429;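 active = inhibition above 50%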;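 also: 0% = tracer plus lysate wells and 100% = tracer alone without lysate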
# MMP-13 inhibitor: inhibitors of human MMP13. P45452. MMP-13 fTHP FRET cleavage, Mca fluorescence. inhibition, % at 4 µM. 65,000 compounds, 0.07% hits. AID 570;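 active = inhibition above the mean of compound-free control plate wells plus 3 SD, cut at about 14% in these data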;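 also: 0% = DMSO wells and 100% = wells with reference MMP-13 inhibitor after basal subtraction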
# Numbers without * were called inactive; . = no result given; & = joins results of further samples. Rule as the data show it, unless noted: active = inhibition above about 20% (passing the limit was not always enough); inactive = the rest.
1: COCCCn1c(SCC(=O)Nc2ccc3c(c2)OCCO3)nnc1-c1ccoc1C
2: CCOC(=O)COc1ccc(S(=O)(=O)NCc2cccnc2)cc1
3: O=C(CSc1nnc(C2COc3ccccc3O2)o1)N1CCCc2ccccc21 (stereo not given)
4: O=C(COc1ccccc1)N1CCN=C1c1ccccc1
5: Nc1ccc(Nc2ccccc2)c(Cl)c1
6: c1ccc(CNc2nc3ccccc3[nH]2)cc1
7: O=C(C1CCN(S(=O)(=O)c2cccc3nsnc23)CC1)N1CCn2c1nc1ccccc12
8: c1cncc(-c2nc(N3CCCCCC3)c3ccccc3n2)c1
9: CCCOc1ccc(N2C(=O)CC(N3CCN(C(=O)c4ccco4)CC3)C2=O)cc1 (stereo not given)
10: COC(=O)[C@H](C)NC(=O)NC1CCCc2ccccc21 (stereo not given in full)

Screen / compound no.,1,2,3,4,5,6,7,8,9,10
Hsp90 block,-1,-5,-4,2,20,.,-2,-5,-5,-1
FXIIa mix inh,2,10,0,2,2,-21,-3,4,1,3
AP complement,6,13,4,8,18,10,9,10,32,7
JNK3 blocker,-7,8,3,0,-7,.,2,-3,2,-5
A340 absorber,0.98,1,0.98,1,1.1,1.1,1,1.1,1,0.98
Cdc25B inh,2,-7,-15,-7,-3,-17,14,-3,-4,9
MMP-13 inhibitor,1,6,0,-4,1,4,-5,4,3,2
MKP-1 inh,9,6,-18,5,2,1,24,22,-3,18
FXIa mix inh,5,3,-3,2,17,-4,0,-21,11,-1

11: O=C(NC1CCCCC1)N1CCN(C2CCCCC2)CC1
12: CC1CN(C(=O)c2ccccc2C(=O)c2ncc[nH]2)CC(C)O1 (stereo not given)
13: Nc1nc2n(n1)C(c1ccco1)CC(c1ccc(Cl)cc1)N2 (stereo not given)
14: CCOC(=O)N1CCN(C(=O)Cn2nc(C)c3sc4ccccc4c3c2=O)CC1
15: O=C1c2ccccc2C(=O)N1OCc1ccccc1
16: Nc1nnc(SCC(=O)Nc2ccc(F)c(Cl)c2)n1-c1ccccc1
17: O=C(NCC(=O)N(Cc1ccco1)C(C(=O)NC1CCCCC1)c1cccnc1)c1ccco1 (stereo not given)
18: COc1ccc(OCC(O)CN2CCCCC2)cc1 (stereo not given)
19: CCOCCOC(=O)c1[nH]c2c(c1C)C(=O)CC(c1ccc(N(C)C)cc1)C2 (stereo not given)
20: Cc1nnc2ccc(N3CCC(C(N)=O)(N4CCCCC4)CC3)nn12

Screen / compound no.,11,12,13,14,15,16,17,18,19,20
Hsp90 block,0,.,4,-4,-4,-1,-1,0,0,0
FXIIa mix inh,-2,5,8,-15,-12,-13,8,6,6,2
AP complement,9,7,9,6,-16,-2,-5,1,6,13
JNK3 blocker,1,.,0,6,1,4,-2,9,-7,-6
A340 absorber,1.1,1,1,1.1,1,1,1,1.1,1,1.1
Cdc25B inh,-12,1,-5,10,-9,1,-3,3,-1,0
MMP-13 inhibitor,-2,2,-6,-7,-1,0,3,5,4,3
MKP-1 inh,19,6,25,2,-4,6,-23,-13,12,6
FXIa mix inh,8,0,-8,7,0,11,1,-12,2,3

# Part of the list above, reduced to JNK3 blocker and FXIIa mix inh.
cpd	Molecule	JNK3 blocker	FXIIa mix inh
14	CCOC(=O)N1CCN(C(=O)Cn2nc(C)c3sc4ccccc4c3c2=O)CC1	6	-15
15	O=C1c2ccccc2C(=O)N1OCc1ccccc1	1	-12
16	Nc1nnc(SCC(=O)Nc2ccc(F)c(Cl)c2)n1-c1ccccc1	4	-13
17	O=C(NCC(=O)N(Cc1ccco1)C(C(=O)NC1CCCCC1)c1cccnc1)c1ccco1 (stereo not given)	-2	8
18	COc1ccc(OCC(O)CN2CCCCC2)cc1 (stereo not given)	9	6
19	CCOCCOC(=O)c1[nH]c2c(c1C)C(=O)CC(c1ccc(N(C)C)cc1)C2 (stereo not given)	-7	6
20	Cc1nnc2ccc(N3CCC(C(N)=O)(N4CCCCC4)CC3)nn12	-6	2

# In the list so far, three have a Cl atom:
5: Nc1ccc(Nc2ccccc2)c(Cl)c1
13: Nc1nc2n(n1)C(c1ccco1)CC(c1ccc(Cl)cc1)N2 (stereo not given)
16: Nc1nnc(SCC(=O)Nc2ccc(F)c(Cl)c2)n1-c1ccccc1

Screen / compound no.,5,13,16
Hsp90 block,20,4,-1
FXIIa mix inh,2,8,-13
AP complement,18,9,-2
JNK3 blocker,-7,0,4
A340 absorber,1.1,1,1
Cdc25B inh,-3,-5,1
MMP-13 inhibitor,1,-6,0
MKP-1 inh,2,25,6
FXIa mix inh,17,-8,11

# Later entries.
21: COc1cc(C2c3sc(=O)[nH]c3SC3C4CCC(C4)C23)ccc1O (stereo not given)
22: Cc1ccccc1-n1nc(C)c2cc(C(=O)N3CCOCC3)sc21
23: O=C1CCCC2=C1C1(CCCCC1)N=C(Nc1nc3ccccc3s1)N2
24: CCCCN(CC)CCCNC(=O)c1cc2c(=O)n(C)c3ccccc3c2n1C
25: CC1Cc2ccccc2N1C(=O)CN1CCc2ccccc2C1 (stereo not given)
26: Cc1ccc(S(=O)(=O)N2CCN(C(=O)CCC(=O)OCC(=O)Nc3cccc(C#N)c3)CC2)cc1
27: COc1ccc2[nH]c3c(=O)n(CCCCC(=O)N4CCC(C(N)=O)CC4)c(=S)[nH]c3c2c1
28: CSc1ncc(Cl)c(C(=O)Nc2ccc(S(=O)(=O)N3CCOCC3)cc2)n1
29: CCOC(=O)COc1cccc2c(=O)n(CC(=O)N3CCN(C(=O)OCC)CC3)ccc12
30: O=c1c(C/C=C/c2ccccc2)c(O)nc2n1CCCS2

Screen / compound no.,21,22,23,24,25,26,27,28,29,30
Hsp90 block,0,-5,3,-2,.,-7,0,-2,-2,-3
FXIIa mix inh,-5,2,12,8,-35,10,1,2,2,1
AP complement,17,11,17,1,13,-35,38,1,13,-8
JNK3 blocker,.,23*,1,0,.,0,14,2,-1,-1
A340 absorber,1,1,1.1,0.98,0.93,1,1,1,1.1,1
Cdc25B inh,-4,1,-4,-19,-6,-2,-1,-1,-9,6
MMP-13 inhibitor,2,-7,4,-39,8,-1,-16,2,1,-7
MKP-1 inh,15,-6,8,-31,-4,29,21,4,4,-10
FXIa mix inh,11,7,9,5,8,0,47,4,2,4

31: CCOC(=O)C(C(=O)OCC)C1N=C(N)N=C2Oc3ccccc3N21 (stereo not given)
32: CCOc1ccccc1C(=O)NC(C(=O)Nc1ccccc1N1CCOCC1)C(C)C (stereo not given)
33: COCCN(CC(=O)Nc1ccc(F)cc1)S(=O)(=O)c1ccc(S(=O)(=O)N2CCCC2)cc1
34: CC(C)OC(=O)c1cccc(C(=O)OCc2ccco2)n1
35: CCC(=O)NCCCCNC(=O)CC
36: COc1cc(S(=O)(=O)N2CCC(O)(c3cccc(C(F)(F)F)c3)CC2)ccc1-n1cnnn1
37: COc1ccc(N(CC(=O)Nc2ccc(C)cn2)S(=O)(=O)c2c(C)noc2C)cc1
38: COc1ccc(C(C)=O)cc1CSc1nnc(C)s1
39: CC(=O)[C@@]1(O)CC[C@H]2[C@@H]3CCC4=CC(=O)CC[C@]4(C)[C@H]3[C@@H](O)C[C@@]21C
40: COc1ccc(CCC(=O)N2c3ccccc3CC2C)cc1 (stereo not given)

Screen / compound no.,31,32,33,34,35,36,37,38,39,40
Hsp90 block,1,-1,-2,-2,-8,-1,-1,-2,3,1
FXIIa mix inh,-14,12,1,2,-3,13,1,10,-16,-2
AP complement,22,12,2,10,0,4,15,6,-2,3
JNK3 blocker,1,-1,-2,11,-4,.,6,-5,1,1
A340 absorber,1.3,1,0.98,0.98,1,1.1,0.99,1.1,0.98,1
Cdc25B inh,8,-8,-6,-6,8,-6,7,-14,-4,-12
MMP-13 inhibitor,-14,4,7,3,1,-1,9,-9,5,3
MKP-1 inh,-1,20,-1,-22,6,18,6,4,-7,18
FXIa mix inh,6,7,-1,4,1,7,0,1,7,9

41: CCCCn1c2c(c(=N)c3c1CCC3)CCC2
42: CCOc1ccc(-c2nn3c(-c4ccc(F)cc4)nnc3s2)cc1
43: O=C(CCC(=O)N1CCN(C2CCCC2)CC1)Nc1nnc(C(F)(F)F)s1
44: c1coc(-c2nnc3sc(C4CCCCC4)nn23)c1
45: Cc1cc2oc(C(=O)NC3CCS(=O)(=O)C3)c(C)c2cc1C (stereo not given)
46: Cc1nn(Cc2ccccc2Cl)c(C)c1NC(=O)C1C2CCC(O2)C1C(=O)O (stereo not given)
47: O=C(NCc1ccc(F)cc1)c1cc(-c2ccco2)on1
48: CCc1nc(SCC(=O)Nc2nccs2)c2oc3ccccc3c2n1
49: OCCN1CCN(CCCN2c3ccccc3Sc3ccc(C(F)(F)F)cc32)CC1
50: C=CCn1c(N2CCCCCC2)nc2c1c(=O)[nH]c(=O)n2C

Screen / compound no.,41,42,43,44,45,46,47,48,49,50
Hsp90 block,-6,-1,-2,-3,-4,-1,-2,-7,0&3,-2
FXIIa mix inh,7,-1,-4,.,12,-10,6,5,0,.
AP complement,11,22,12,.,4,-14,-3,1,8,.
JNK3 blocker,-3,4,7,1,-2,-6,15,3,-3,-1
A340 absorber,1,1,0.99,1,1,1,0.97,1,0.98,1
Cdc25B inh,-2,1,-11,3,-2,-8,-1,-4,-22,4
MMP-13 inhibitor,7,-2,5,-9,-45,0,-15,-6,4,-1
MKP-1 inh,-13,18,-33,-5,-1,-8,-2,16,-17,24
FXIa mix inh,9,5,-9,.,1,2,1,0,1,.

51: CN(CC(=O)NCCCN1CCOCC1)S(=O)(=O)c1ccc(Br)cc1
52: CCCCNC(=O)CSc1nnc(-c2ccco2)n1C
53: O=S(=O)(N1CCCCC1)n1nnc2ccccc21
54: CCc1cc2cccc(C)c2nc1SCC(=O)N1CCN(C(=O)c2ccco2)CC1
55: CCCCOC(=O)Nc1ccc(S(=O)(=O)Nn2cnnc2)cc1
56: Cn1nccc1/C=C(/C#N)S(=O)(=O)c1ccccc1
57: COc1cc(OC)c(NC(=O)c2ccc(Br)o2)cc1Cl
58: O=C1c2cccnc2C(=O)N1Cc1ccc(F)cc1
59: O=C(NCc1nc2ccccc2[nH]1)c1cccs1
60: CC(=O)OCC(OC(C)=O)C(OC(C)=O)C(OC(C)=O)C(=O)Nc1ccc(C)cc1C (stereo not given)

Screen / compound no.,51,52,53,54,55,56,57,58,59,60
Hsp90 block,0,-4,0,-1,-1,-18,-3,-2,-1,2
FXIIa mix inh,0,2,3,2,9,9,2,8,9,4
AP complement,20,16,21,11,6,6,5,-17,21,4
JNK3 blocker,-3,9,-3,13,1,0,8,1,28*,-2
A340 absorber,1,1,1,1.1,1,0.99,1.1,1,1,1
Cdc25B inh,-2,-9,-3,-7,1,-5,-8,-20,-18,-6
MMP-13 inhibitor,2,-2,-1,2,0,-3,0,5,3,1
MKP-1 inh,3,94*,-4,28,-1,6,0,-7,-4,17
FXIa mix inh,2,-4,-4,16,-3,1,7,7,4,7

61: O=C(/C=C/c1ccccc1)c1ccccc1
62: Cc1nnc2n1NC(c1ccc(Cl)cc1)C(C(=O)N1CCC(C)CC1)S2 (stereo not given)
63: CCn1c(Cc2ccccc2)nnc1SCC(=O)OC(C)C
64: Cc1cc(O)ccc1Nc1nc2ccccc2nc1Nc1ccc(O)cc1C
65: Clc1ccc(CN2C3=NCCN3c3ccccc32)cc1

Screen / compound no.,61,62,63,64,65
Hsp90 block,2,-4,-1,30,-2
FXIIa mix inh,3,11,6,9,0
AP complement,12,-10,11,-7,-3
JNK3 blocker,7,1,1,-1,-16
A340 absorber,1,1,0.98,1,1
Cdc25B inh,-8,-16,-1,11,-10
MMP-13 inhibitor,4,-2,9,-3,-1
MKP-1 inh,-22,3,-2,17,11
FXIa mix inh,5,0,6,-1,1

# Screening results deposited in PubChem by several laboratories.
